Platelet DG rel = modulates dense granule release in human platelets; human platelet-rich plasma, SFLLRN dense granule ATP release, luminescence; inhibition, %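 (compounds screened at 7.5 µM in platelet-rich plasma)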; actives 0.22% (n = 300,000);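 active = mean replicate score, as percent of positive control, at or above 50; inconclusive = mean below 50 but at least one replicate at or above 50; inactive = mean and every replicate below 50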
HSF1 inhib = HSF1 inhibition; NIH3T3-HGL HSE-luciferase, MG132-induced, luminescence 8 h; stronger effect = lower value; activity change, negative = inhibition, % at 7.5 µM (by protocol); actives 0.77% (n = 300,000); AID 2098;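 active = more than half of replicate wells show activity change below -50%, luminescence cut by over half; inconclusive = some wells, but at most half, below -50%; inactive = no replicate well below -50%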;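 also: luciferase reports HSF-1 transcriptional activity via heat shock element; 0% = median of DMSO wells and -100% = zero luminescence signal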
HSP90 refold inh = blocks HSP90-mediated luciferase refolding in reticulocyte lysate; Rabbit reticulocyte lysate, luciferase refolding luminescence, 3 h; inhibition, % at 5.6 µM; actives 0.91% (n = 290,000); AID 1789;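 active = inhibition above the screen-wide mean plus 3 SD, computed separately per campaign, cut at about 16% in these data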;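 also: 0% = DMSO wells and 100% = 60 µM geldanamycin wells; inhibitors lower the luminescence because luciferase stays unfolded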
aSyn UTR inh = MLPCN primary screen, SNCA 5' untranslated region. alpha-synuclein 5'UTR reporter, inhibitor activity. inhibition, % (tested at 7.5 µM). actives 0.82% (n = 300,000); in the data active = inhibition above about 60%; inconclusive = no clear call, values can overlap the other calls;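 also: H4 neuroglioblastoma cells stably carrying SNCA 5'UTR luciferase fusion; 0% = DMSO wells and 100% = positive control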
KLF5 inhibitor = inhibitors of KLF5 expression | DLD-1 KLF5 promoter-luciferase reporter, luminescence | inhibition, % at 5 µM | actives 0.23% (n = 290,000);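 active = inhibition above a per-plate limit of that plate's mean compound inhibition plus 3 SD, cut at about 60% in these data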;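 also: 0% = DMSO wells and 100% = LY294002 at 200 µM; higher means less KLF5 promoter-driven luciferase light; inactives centre near -14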
HSF1 activator = increases HSF-1 driven luciferase reporter signal | AID 504408 | activation, % at 9 µM | actives 1.7% (n = 300,000) | NIH3T3-HGL HSF-1 luciferase reporter, MG132, 8 h; 100% = twice DMSO control signal;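 active = mean replicate activation of at least 50% with a set share of replicates each reaching 50%; inconclusive = only one of those two conditions met; inactive = mean below 50% and too few replicates reaching it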;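 also: 0% = median of the neutral control wells and 100% = twice that signal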
HDAC3 inhib = human HDAC3 inhibition. O15379. recombinant HDAC3, fluorogenic peptide/trypsin coupled, fluorescence. inhibition, % at 8.3 µM. actives 0.15% (n = 320,000). AID 2718; in the data active = inhibition above about 26%, passing the limit was not always enough; inconclusive = no clear call, values can overlap the other calls
Target sequence (O15379 whole entry, looked up): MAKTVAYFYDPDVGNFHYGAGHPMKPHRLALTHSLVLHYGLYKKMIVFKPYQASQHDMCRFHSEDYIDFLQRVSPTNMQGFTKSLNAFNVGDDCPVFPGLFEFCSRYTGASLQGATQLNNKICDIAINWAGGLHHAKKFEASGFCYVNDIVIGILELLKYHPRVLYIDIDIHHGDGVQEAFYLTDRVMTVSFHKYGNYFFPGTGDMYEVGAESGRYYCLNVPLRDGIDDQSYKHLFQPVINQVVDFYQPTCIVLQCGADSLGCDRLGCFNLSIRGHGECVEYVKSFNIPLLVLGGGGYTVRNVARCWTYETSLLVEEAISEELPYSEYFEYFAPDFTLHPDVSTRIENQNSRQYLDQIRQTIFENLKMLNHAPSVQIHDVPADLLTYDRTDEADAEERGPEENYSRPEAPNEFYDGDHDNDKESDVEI
AI-2 QS modul = modulates the Vibrio harveyi AI-2 quorum sensing system; actives 0.4% (n = 300,000); activity change, % at 7.5 µM; Vibrio harveyi JMH597 AI-2 luminescence/OD600 ratio, 9 h; stronger effect = lower value; strain lacks LuxN and CqsS sensors; 0 = neutral-control median; AID 2094; in the data active = activity change below about -75%, passing the limit was not always enough; inconclusive = no clear call, values can overlap the other calls;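 also: luminescence divided by OD600 gain over 9 h not by final OD600 alone; inactives centre near 13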
HIF activator = HIF pathway transcriptional activation. activation, % at 7.5 µM (by protocol). actives 0.32% (n = 300,000). AID 1910. U2OS HRE-luciferase reporter, luminescence; normalized: DMSO 0%, desferrioxamine 100%;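 active = mean activation of at least 10% of the iron chelator positive control signal, with at least half of replicates also reaching 10%; inconclusive = mean and replicate majority disagree about reaching 10%; inactive = mean and most replicates under 10%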
IEC-6 tox = counter-screen for KLF5 inhibitors: cytotoxicity in IEC-6 cells; IEC-6 cytotoxicity, luminescence viability; AID 1825; actives 0.78% (n = 290,000); inhibition, % at 5 µM; in the data active = inhibition above about 22%;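 also: 0% = plate median of test compound wells and 100% = cytotoxic reference compound wells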
* hit, by the source's call; ? = inconclusive; nt = no result given.

SMILES	Platelet DG rel	HSF1 inhib	HSP90 refold inh	aSyn UTR inh	KLF5 inhibitor	HSF1 activator	HDAC3 inhib	AI-2 QS modul	HIF activator	IEC-6 tox
Cc1cc(N2CCC(C(=O)N3CCN(c4cccc(C)c4C)CC3)CC2)n2ncnc2n1	1.0	-7.6	-3.1	19.0	-8.8	-8.5	6.4	nt	-0.2	0.9
Cc1ccc2cn[nH]c2c1NC(=S)NC(=O)c1ccccc1	-3.9	1.4	-0.8	-8.9	21.5	0.3	0.3	28.1	-0.2	-3.3
O=C(CSc1nnc(-c2ccco2)n1Cc1ccco1)N1CCOCC1	-4.4	-6.8	0.6	4.1	-3.3	6.8	1.1	18.5	0.1	-0.7
CCC(C)N(C(=O)COc1ccc(Cl)c2cccnc12)C1CCS(=O)(=O)C1 (stereo not drawn)	-15.5	4.4	nt	10.0	nt	13.8	-0.9	4.3	-0.3	nt
CCN(CC)CCn1c(NCc2ccco2)nc2ccccc21	3.6	-3.3	-1.4	-5.0	-23.5	8.5	0.6	8.9	0.0	-0.3
NC(=O)C1CCN(C(=O)COc2ccc3c4c(c(=O)oc3c2)CCC4)CC1	-1.9	-2.6	-2.3	12.3	-4.7	-12.6	-29.3	8.4	-0.3	6.5
O=C(COC(=O)c1cnccn1)c1ccc(Br)cc1	-1.6	-10.7	1.1	0.7	0.3	0.2	0.2	11.2	0.3	1.5
COc1ccc(C(C(=O)NC(C)(C)C)N(CCO)C(=O)CCC(=O)Nc2cc(C)on2)cc1 (stereo not drawn)	2.6	0.0	-4.8	19.1	0.8	1.0	-0.7	5.4	0.2	-2.8
CN(C(=O)c1cc2c(s1)-c1ccccc1S(=O)(=O)C2)c1ccccc1	-0.6	-2.2	-7.7	-8.0	-21.2	3.2	3.0	26.1	0.5	-7.0
O=C(c1ccco1)N1CCN(c2nc(C3CC3)nc3sc4c(c23)CCCC4)CC1	-1.3	27.9	3.7	34.8	-14.9	49.6	2.9	34.0	0.2	-4.7
NC(=O)c1c(NC(=O)C2CCCO2)sc2c1CCCCC2 (stereo not drawn)	-5.4	-1.1	1.1	-49.1	-10.8	5.7	1.9	-7.1	0.3	0.7
CCOc1ccc(/C=N/Nc2nc(N3CCCC3)nc(N3CCCC3)n2)cc1OC	-2.4	-7.1	-4.5	28.4	-10.5	7.5	-6.4	14.3	-0.3	-8.5
CN(CCc1ccccn1)C(=S)Nc1cccc(S(=O)(=O)N(C)C)c1	0.1	-4.2	0.0	9.3	-4.3	-4.6	-1.9	11.6	2.2	0.2
O=[N+]([O-])c1cc2cccnc2c2ncccc12	-5.3	-21.4	-1.4	-10.6	17.8	nt	5.2	-4.2	1.1	-0.9
Nc1nc(N)c(Cc2ccc(Cl)cc2Cl)c(N)n1	3.5	4.5	-0.1	11.3	5.4	12.6	2.2	9.5	-0.2	1.1
Cc1nnc(NC(=O)CSc2nnc(-c3ccco3)n2C(C)C)s1	-2.8	0.0	0.3	8.6	-2.2	17.0	-2.9	nt	0.9	3.5
Cc1ccnc(OC(C(=O)O)C(OCc2ccccc2)(c2ccccc2)c2ccc(C(F)(F)F)cc2)n1 (stereo not drawn)	5.8	-5.6	-1.5	19.2	18.6	-10.1	-7.3	29.6	0.7	-4.3
COc1ccc(/C=C/C(=O)NCc2cn(C)nc2C)cc1COc1ccc(Br)cc1	2.3	7.4	-4.0	39.4	-8.0	4.0	-5.0	-4.4	-0.9	5.8
CC(C)Sc1nc2c(cnn2-c2ccccc2)c(=O)[nH]1	6.9	-2.7	-3.6	21.9	-5.3	-9.8	2.4	18.4	0.1	-0.4
COc1cc(-c2ccc3c(=O)c4ccccc4n(C)c3c2)cc(OC)c1OC	3.4	4.2	-4.2	-42.1	-16.6	1.0	8.4	21.8	1.6	14.3
O=C(O)C(Oc1ccc2cc(-c3ccc(Cl)cc3)c(=O)oc2c1)c1ccccc1 (stereo not drawn)	-2.3	-5.2	-4.5	3.7	-21.5	-9.8	-219.1	1.5	-1.6	4.3
CCOC(=O)COn1c(=O)c(-c2ccc(F)cc2)[n+]([O-])c2ccccc21	-0.4	-3.4	-3.7	-7.0	-24.5	-10.8	-2.3	11.8	-7.0	4.8
CC(C)CN(C)C(=O)CC1C(=O)NCCN1C (stereo not drawn)	-0.1	nt	-1.9	26.3	-29.5	nt	11.3	20.6	-0.4	-2.0
O=C(CSc1nnc(-c2cccs2)n1Cc1ccco1)Nc1ccc2c(c1)OCO2	1.9	1.3	-0.9	1.5	-15.9	22.0	8.8	14.4	0.1	1.6
O=C(NCCCN1CCOCC1)c1ccc(S(=O)(=O)Nc2ccccc2F)cc1	-7.2	-4.6	nt	-14.0	nt	11.0	-4.7	13.9	-37.5	nt

The list continues:
SMILES	Platelet DG rel	HSF1 inhib	HSP90 refold inh	aSyn UTR inh	KLF5 inhibitor	HSF1 activator	HDAC3 inhib	AI-2 QS modul	HIF activator	IEC-6 tox
C=CCn1c(SCc2nc3scc(-c4ccccc4)c3c(=O)[nH]2)nnc1-c1ccccc1F	8.1	7.4	1.9	13.3	-22.3	26.6	4.7	13.8	0.3	2.2
O=S(=O)(NCC1CCCO1)c1ccccc1 (stereo not drawn)	14.1	-8.2	6.7	-4.1	-5.9	6.5	4.0	2.1	2.1	5.5
Cc1ccc(OCC(=O)NCCNC(=O)c2ccco2)cc1C	-3.6	?	-2.6	14.5	-35.2	-60.9	3.8	20.4	0.2	-2.4
Cc1cc(NC(=O)c2ccc(Cl)cc2)c(C(C)C)cc1O	-4.4	-6.7	0.6	-3.4	-24.3	-6.6	-3.5	20.0	-0.5	-2.1
CC(=O)N1CCCc2cc(S(=O)(=O)N3CCCC(C)C3)ccc21 (stereo not drawn)	7.9	3.4	-2.5	5.2	-14.4	3.8	-3.0	nt	1.1	4.0
CC(C)C(C(=O)Nc1ccc(N2CCOCC2)cc1)N1C(=O)c2ccccc2C1=O (stereo not drawn)	-7.3	3.1	4.4	-1.1	-12.6	8.0	5.3	22.6	-0.2	5.0
CCOc1ccc(C(=O)COC(=O)CC)cc1	-3.4	1.2	1.2	17.1	-22.1	-9.1	-0.4	18.1	0.7	2.9
CC(C)CNS(=O)(=O)c1ccc(CCC(=O)N2CCN(Cc3ccccc3)CC2)cc1	nt	-9.6	0.9	0.0	-10.2	8.1	-5.2	14.2	-0.3	-6.0
CCC(Cc1ccccc1)NS(=O)(=O)c1ccc2c(c1)NC(=O)CS2 (stereo not drawn)	-2.0	4.2	1.8	11.5	-10.2	8.1	10.0	27.3	nt	2.9
COc1cccc(C(=O)NNC(=O)c2ccccc2-n2cccc2)c1	-2.8	-3.1	4.9	0.7	-6.2	4.7	2.9	14.4	0.0	-4.3
Nc1c(-c2cccc(Cl)c2)cnn1-c1cccc(C(F)(F)F)c1	1.5	17.0	-1.3	-51.2	-32.2	-3.1	7.2	14.7	3.3	2.6
O=C(NCc1ccc(F)cc1)c1ccc2c(=O)n3c(nc2c1)CCCCC3	0.9	0.9	0.9	1.3	-6.3	13.7	-5.2	26.7	0.1	6.5
COc1cccc(OCC(=O)NNC(=O)c2ccc3ccccc3c2)c1	-1.8	-1.3	4.7	10.3	-9.0	-3.0	4.2	4.5	0.0	1.7
Oc1ccc(/C=N/n2c3ccccc3c3ccccc32)cc1	4.8	3.2	3.5	-2.6	-10.1	6.1	4.5	3.1	1.9	3.5
O=c1cnnc(Nc2cccc(F)c2)[nH]1	0.0	-7.3	2.0	-30.6	-10.1	0.7	-3.0	8.3	-0.1	-5.0
c1ccc(-c2nnc(-c3c[nH]c4ccccc34)nc2-c2ccccc2)cc1	6.4	2.8	0.6	5.5	10.0	-12.4	4.9	15.6	-0.2	0.3
O=C(NCCCn1ccnc1)C1CCCN(S(=O)(=O)c2cc(Cl)ccc2Cl)C1 (stereo not drawn)	13.6	0.1	2.1	-0.8	-20.0	11.4	3.3	7.7	-0.5	-1.3
C=CCNC(=O)CN1C(=O)NC(C)(c2ccc(OC)cc2)C1=O (stereo not drawn)	-17.5	-6.8	-1.3	7.4	-7.8	11.7	1.8	10.3	-0.3	-3.5
COCCN(C(=O)COC(=O)C1(c2ccccc2)CC1)c1c(N)n(CC(C)C)c(=O)[nH]c1=O	-7.6	-2.0	nt	3.0	nt	-15.1	-1.8	23.6	0.1	nt
O=C(NC(N1CCOCC1)C(Cl)(Cl)Cl)c1ccc(Br)cc1 (stereo not drawn)	-2.5	-5.8	1.6	13.5	-11.0	2.1	-4.5	30.0	0.4	-3.9
O=C(NCCN1CCOCC1)C1CCC(=O)N1Cc1ccccc1Cl (stereo not drawn)	0.3	1.2	2.4	3.3	-22.7	-4.6	2.5	11.2	0.0	-0.6
COc1ccc(N2C(=NC(=O)C3CC3)SC3CS(=O)(=O)CC32)cc1Cl (stereo not drawn)	-1.8	-3.7	0.1	10.8	-24.5	-6.4	0.1	19.1	-0.6	-3.5
CC(=O)Oc1ccc([N+](=O)[O-])cc1N1C(=O)c2ccccc2C1=O	-5.6	-6.1	-4.1	4.7	-3.8	0.4	7.4	12.3	-0.2	1.8
Cc1cccc(CCNC(=O)CC2C(=O)NCCN2Cc2ccc(F)c(F)c2)n1 (stereo not drawn)	-12.5	0.5	-2.0	-10.3	-29.5	-9.9	-5.3	9.5	0.2	-1.0
O=C(Oc1ccc2ccc(OC(=O)N3CCOCC3)cc2c1)N1CCOCC1	3.4	16.2	0.4	-33.4	-34.1	1.8	1.5	0.7	0.1	-2.6

Other entries follow:
SMILES	Platelet DG rel	HSF1 inhib	HSP90 refold inh	aSyn UTR inh	KLF5 inhibitor	HSF1 activator	HDAC3 inhib	AI-2 QS modul	HIF activator	IEC-6 tox
CCCCC(=O)NC(c1ccccc1Cl)c1ccc2cccnc2c1O (stereo not drawn)	-3.6	?	10.1	83.4*	71.5*	-48.5	-9.6	-26.9	128.1*	19.4
C=CCOn1c(=O)c(-c2ccc(Br)cc2)[n+]([O-])c2ccccc21	11.1	3.3	3.8	9.9	-21.2	23.1	-0.8	4.1	0.6	6.9
Cc1c(/C(O)=C2\C(=O)C(=O)N(CCN(C)C)C2c2ccco2)cnn1-c1ccccc1 (stereo not drawn)	6.9	-46.0	51.9*	-77.7	6.4	-50.3	3.0	11.3	-0.5	2.4
O=C(NNC(=O)c1cccc(S(=O)(=O)N2CCc3ccccc32)c1)c1ccccc1	-2.2	-1.1	-0.7	-8.0	-4.3	-9.8	nt	22.8	0.1	5.5
CC(=O)c1cccc(NC(=O)CC(C)n2ccnc2)c1 (stereo not drawn)	-2.1	0.6	-2.1	-17.6	-24.3	-7.3	-7.1	7.6	0.0	0.2
CCCCCCCCc1nc(=S)[nH][nH]1	7.3	-6.7	2.3	-2.2	-30.6	-2.5	5.1	-65.3	0.5	2.0
c1ccc(-c2cc(N3CCOCC3)nc3ccccc23)cc1	1.5	-1.5	1.0	1.7	-24.3	-3.6	0.3	18.2	-0.2	1.0
